Screening data (PubChem BioAssay)
LMPTP block: LMPTP (human) inhibition; P24666; recombinant LMPTP-A, OMFP fluorogenic substrate, fluorescence intensity; inhibition, % at 20 µM; 0.22% of 360,000 active; AID 651560;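 active = compounds that cut the enzyme signal by at least half of the control window in the single-dose screen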;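 note: plate controls were DMSO wells with enzyme plus substrate for no effect and substrate without enzyme for full effect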
Target sequence (P24666 whole entry, looked up): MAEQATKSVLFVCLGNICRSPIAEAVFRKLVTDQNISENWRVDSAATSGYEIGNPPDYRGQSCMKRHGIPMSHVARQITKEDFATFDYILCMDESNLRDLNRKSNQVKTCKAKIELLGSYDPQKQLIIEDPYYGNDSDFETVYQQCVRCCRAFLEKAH
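Test system: LMPTP-A, protein tyrosine phosphatase of low molecular weight; Input: 0.625 nM enzyme; Incubation: 50 min dark incubation at room temperature; Signal: endpoint fluorescence intensity from OMFP dephosphorylation; Read-out basis: % inhibition versus control wells.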
Scp1 inh: blocks human Scp-1 phosphatase activity; Q9GZU7; inhibition, % at 20 µM; Recombinant Scp1, phosphopeptide, malachite green phosphate absorbance; 0.88% of 340,000 active; AID 493091;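 active = inhibition above about 50% at 20 µM, limit read from the data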;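 note: plate controls were DMSO wells with enzyme for no effect and wells lacking enzyme for full effect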
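Test system: SCP-1 phosphatase catalytic domain, residues 76-261 | Compound dosing: One concentration, 20 µM, with 1.0% DMSO | Schedule: 45 min room-temperature reaction, 5 min colour, 30 min stabiliser | Detection: Absorbance at 630 nm | Read-out basis: % inhibition of SCP-1 phosphate liberation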
bovine MsrA act: bovine methionine sulfoxide reductase A activation; activation, % at 10.6 µM; 0.3% of 360,000 active; purified bovine MsrA, absorbance read-out; AID 602163; in the data active = activation above about 7.5%;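 note: 0% = vehicle and 100% = reference activator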
STEP inh: inhibitors of human striatal-enriched phosphatase STEP; 0.25% of 360,000 active; recombinant STEP, OMFP fluorogenic substrate, fluorescence; inhibition, % at 20 µM; P54829; AID 588621;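 active = inhibition at 20 µM, scaled per plate between control wells, above about 37%, limit read from the data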;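 note: 0% = DMSO with enzyme and substrate and 100% = substrate only without enzyme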
Target sequence (P54829 whole entry, looked up): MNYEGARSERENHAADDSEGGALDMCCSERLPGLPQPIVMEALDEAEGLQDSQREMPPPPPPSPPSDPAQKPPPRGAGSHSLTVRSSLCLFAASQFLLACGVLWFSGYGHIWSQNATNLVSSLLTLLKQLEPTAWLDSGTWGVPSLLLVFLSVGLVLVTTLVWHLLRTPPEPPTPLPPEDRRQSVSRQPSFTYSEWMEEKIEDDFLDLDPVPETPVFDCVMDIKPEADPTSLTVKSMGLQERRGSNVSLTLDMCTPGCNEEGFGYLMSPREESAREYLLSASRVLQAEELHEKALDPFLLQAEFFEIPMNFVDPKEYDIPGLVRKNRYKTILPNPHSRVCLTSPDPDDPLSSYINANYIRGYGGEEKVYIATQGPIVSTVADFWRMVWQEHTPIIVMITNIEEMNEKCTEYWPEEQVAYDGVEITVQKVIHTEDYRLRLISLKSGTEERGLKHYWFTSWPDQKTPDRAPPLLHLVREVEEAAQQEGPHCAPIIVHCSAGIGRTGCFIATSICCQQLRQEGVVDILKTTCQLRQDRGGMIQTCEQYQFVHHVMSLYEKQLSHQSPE
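material = STEP tyrosine phosphatase | reagent = fluorogenic phosphatase substrate OMFP at 25 µM final | doses = single compound dose of 20 µM, 1% DMSO final | schedule = 20 min reaction, room temperature, in the dark | measured by = fluorescence, 480/540 nm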
MsrA inhibitor: inhibitors of bovine MsrA. purified bovine MsrA, absorbance read-out. 0.75% of 360,000 active. inhibition, % at 15.5 µM; in the data active = inhibition above about 4.5%;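 note: 0% = vehicle wells with enzyme and 100% = reference inhibitor wells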
DNMT1 block: blocks human DNA methyltransferase DNMT1. P26358. DNMT1 molecular beacon, Hinp1I cleavage, fluorescence. inhibition (reported as % activation of signal), % at 10 µM. 0.83% of 360,000 active; in the data active = inhibition above about 50%
E coli Lon inh: inhibitors of E. coli Lon protease; P0A9M0; inhibition, % at 7.94 µM; 0.42% of 360,000 active; purified E. coli Lon protease, fluorescence polarization; AID 602123; in the data active = inhibition above about 13%, passing the limit was not always enough;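 note: 0% = enzyme with probe and DMSO and 100% = no enzyme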
CendR NRP1 mod: modulators of CendR peptide binding to human neuropilin-1. AID 602438. inhibition, % at 25 µM. FAM-RPARPAR peptide binding to NRP-1, fluorescence polarization. O14786. 0.85% of 360,000 active;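 active = inhibition or corrected inhibition above about 18%, plus a signal ratio from 0.5 to 1.5, limit read from the data, passing the limit was not always enough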; note: strong numbers were not always called active
SUMO1 PPI mod: alters human SUMO1 binding to SIM partners; 0.33% of 360,000 active; inhibition, % at 20 µM; SUMO1 binding to a labelled peptide, TR-FRET, 1 h; P63165; AID 602429; in the data active = inhibition above about 37%
Target sequence (P63165 whole entry, looked up): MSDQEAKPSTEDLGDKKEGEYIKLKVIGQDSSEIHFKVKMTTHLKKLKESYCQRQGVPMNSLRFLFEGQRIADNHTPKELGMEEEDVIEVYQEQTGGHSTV
Tb MetRS inh: blocks T. brucei methionyl-tRNA synthetase activity; purified T. brucei MetRS, ATP depletion, Kinase-Glo luminescence; inhibition, % at 11.9 µM; 0.4% of 360,000 active; AID 624268;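 active = inhibition above a per-plate cutoff of the control wells' mean inhibition plus 3 SD, cut at about 5.5% in these data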;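 note: 0% = DMSO wells median and 100% = median of wells with control inhibitor compound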
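Dosing: 11.9 µM single point; system: parasite MetRS enzyme; technique: luminescence of leftover ATP; times: 15 min enzyme-compound preincubation, 2 h reaction, 10 min detection, 25 °C; replicates: each compound tested once; read-out basis: percent inhibition relative to median high and low control wells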
Active calls of the source: *; / = no result given.

SMILES	LMPTP block	Scp1 inh	bovine MsrA act	STEP inh	MsrA inhibitor	DNMT1 block	E coli Lon inh	CendR NRP1 mod	SUMO1 PPI mod	Tb MetRS inh
O=c1c[n+]([O-])c2ccccc2n1OCc1c(F)cccc1F	0.8	-5	-2	5	2.6	-1	-31	-9	-26	-0.2
O=C(/C=C/c1ccccc1)c1ccc(NC2=NCCCS2)cc1	1.8	-2	-4	1	0.3	-2	-2	-11	-7	-0.3
COCCNC(=O)C1(C)CCCN(C(=O)c2ccc3snnc3c2)C1 (centres undefined)	-2.2	/	-2	-1	1.0	-3	-4	3	1	-0.3
Cc1ccccc1N(CC(=O)NCCc1ccccc1)C(=O)c1ccc(N2CCCC2)nc1	-0.9	6	-1	1	-0.2	-3	17	2	-1	-0.6
O=C(COC(=O)/C=C/c1cccc(F)c1)NC1CCCCC1	-0.8	/	0	0	-0.2	7	-13	3	8	-0.1
COc1ccc(OC)c(NC(=O)c2ccc(CN(c3cc(Cl)ccc3C)S(=O)(=O)c3ccccc3)cc2)c1	2.4	-12	-1	8	-0.2	-5	6	-4	4	-0.3
Cc1ccc(C(C(=O)NC2CCCC2)N(C(=O)c2csnn2)c2ccccc2)o1 (centres undefined)	-0.8	-2	-2	0	-0.3	1	-1	2	0	-0.1
Clc1ccc(CN=C(Nc2ccccc2)NC2CCCCC2)cc1	2.6	-3	-2	0	-0.6	1	6	-8	-1	0.1
CCOC(=O)CSc1nc(Nc2ccc3c(c2)OCO3)c2ccccc2n1	11	0	-1	3	2.6	-4	3	3	4	-0.1
O=C(O)CC(CC(=O)Nc1nncs1)c1ccccc1 (centres undefined)	-1.2	-4	-5	-1	-1.1	-3	-4	0	3	-0.2
O=S(=O)(c1ccc(Br)s1)N1CCN(CCc2ccccc2)CC1	0.6	1	-1	4	-1.8	0	-3	-3	2	-0.1
CCOC(=O)C1=C(C)Nc2sc(C(=O)c3ccc(OC)cc3)c(N)c2C1c1ccc(C(=O)OC)cc1 (centres undefined)	2.5	-30	-2	0	-0.3	-18	-20	-18	-8	-0.5
Cc1nc(Nc2cc(F)ccc2C)c2nnn(Cc3ccccc3)c2n1	0.5	-7	2	1	-1.4	1	-11	-7	-5	-0.5
Cc1ccc(N(CC(=O)NCCc2ccccc2)C(=O)CCC(=O)Nc2cc(C)ccn2)cc1	0.2	-5	-1	0	0.6	-3	-17	6	4	0.9
Cn1c(C(=O)N[C@@H](Cc2ccccc2)C(=O)O)cc2cc(Cl)ccc21	-3.5	-19	-4	1	0.5	-1	-29	-41	5	-0.1
O=C(NC1CCS(=O)(=O)C1)c1ccc2c(c1)OCO2 (centres undefined)	-0.3	-7	-4	2	2.0	1	-10	16	6	-0.4
O=C(CN1CCN(c2cccc(C(F)(F)F)c2)CC1)N(C1CCCC1)C1CCS(=O)(=O)C1 (centres undefined)	0.2	-4	-1	-1	0.2	2	-5	5	5	-0.3
CSc1nc2ccccc2n1C(=O)Oc1ccccc1	-0.1	0	-3	-2	1.3	3	6	-14	-1	0.2
Cc1cc(C(=O)NCCCn2ccnc2)cs1	-1.0	-4	-3	0	0.2	1	-2	-9	-1	-0.6
Cc1cc(C)c(NC(=O)CSc2nc3c(c(=O)n2C)SC(C)C3)c(C)c1 (centres undefined)	-0.5	-16	-3	-1	0.6	-2	-5	-9	1	0.2
CNC(=O)NC(=O)CN1C(=O)NC2(CCOc3ccccc32)C1=O (centres undefined)	-1.0	-4	-4	-2	1.1	2	-2	21	6	-0.4
Cc1ccc(SCC(=O)OC(C)C(=O)NCc2ccccc2)cc1C (centres undefined)	0.5	-9	-1	0	-0.3	-3	1	18	0	-0.6
O=C1CC(SC2=NCCS2)C(=O)N1c1ccc(Br)cc1 (centres undefined)	-1.8	-10	-2	-2	-1.2	-12	-3	11	4	0.1
CC1CCC(C(O)(C(=O)c2ccccc2)c2ccccc2)C(=O)C1 (centres undefined)	0.5	/	-1	-1	-0.7	4	14	-1	2	-0.1
C/C(=N\OCC(=O)Nc1ccc(F)c(F)c1F)c1cc2ccccc2o1	0.9	-10	-1	0	0.4	10	7	0	-8	-0.5
CCOc1cc(N2CCOCC2)c(OCC)cc1NC(=O)CSc1nc(N)cc(=O)[nH]1	-1.9	-6	-3	1	1.4	1	-3	15	6	-0.5
O=c1[nH]n2c(=O)c3c([nH]c2c1N=Nc1cccc(C(F)(F)F)c1)CCCC3	2.0	0	-7	8	1.1	5	2	13	15	-0.9
CC(c1nc2scc(-c3ccccc3)c2c(=O)[nH]1)N1CCN(CC(=O)NC2CC2)CC1 (centres undefined)	-2.8	-1	-4	-2	-0.3	-3	1	2	-1	-0.7
O=C(N/N=C/c1cccnc1)c1cc2ccccc2o1	-0.7	5	-12	-1	4.3	0	0	-6	-14	-0.6
Nc1cc(=O)[nH]c(SCc2cccc3ccccc23)n1	0.0	-1	0	-1	-0.6	1	1	8	-9	0.0
CCc1nnc(NC(=O)CSc2nnc(-c3c[nH]c4ccccc34)n2C)s1	-1.4	0	0	10	0.5	10	-5	-4	3	2.2
CN(Cc1ccccc1N1CCCC1)C(=O)c1cc2cc(Cl)ccc2o1	5.2	-3	-3	0	0.2	3	6	4	1	0.5
CCN(CC)CCC(c1ccc(OC)cc1)c1c(O)cc(OC)cc1OC (centres undefined)	-0.2	-8	-4	-1	-0.1	-1	-4	13	0	-0.3
O=C(c1ccccc1F)N1CCN=C1SCc1cccnc1	-2.0	-9	-3	-1	0.9	4	-5	3	3	-0.5
COc1cccc(NC(=O)CN(C)C(=O)c2ccc(-c3ccc(Cl)cc3)o2)c1	1.9	-4	-4	0	-0.7	-3	-8	3	-13	0.2
COCCN(CCOC)Cc1c(O)ccc2c1O/C(=C\c1ccco1)C2=O	0.7	1	-6	-1	2.1	37	0	13	0	-0.8
Cc1ccc(S(=O)(=O)N/N=C/c2ccc(C#N)cc2)cc1	-0.6	-9	0	6	2.1	1	4	2	-8	-0.3
CCOC(=O)c1cc(C(=O)NN)c(C)nc1C	-1.8	-1	-3	-1	1.8	0	-10	12	-3	-0.3
O=C(COc1ccccc1)N(Cc1ccco1)c1ccc(O)cc1	-1.0	-10	-3	2	1.9	-2	5	6	-4	-0.9
Cc1ccc(S(=O)(=O)NC(=O)NCc2ccc3c(c2)OCO3)cc1	-1.5	-1	4	3	-0.5	2	2	-14	0	0.5
O=C(N=C1SC2CS(=O)(=O)CC2N1c1cc(Cl)ccc1Cl)C1CC1 (centres undefined)	-2.4	-9	-4	-2	-0.6	3	-2	-3	-2	0.0
CCOC(=O)CSc1ccc(C(=O)Nc2ccc(OC)cc2)cn1	0.8	-1	-3	5	0.5	0	3	9	1	0.8
CCc1nn2c(=O)cc(CSc3nc(C)cc(=O)[nH]3)nc2s1	-0.4	19	1	-2	-0.2	6	6	18	-3	-0.1
Cc1ccc2occ(/C=C/C(=O)c3ccccc3O)c(=O)c2c1	-1.7	-5	-5	0	1.1	11	-4	-4	-3	-1.2
O=C(Nc1ccc(C(=O)O)cc1)Nc1cccc([N+](=O)[O-])c1	-1.4	-15	-2	-3	-0.2	-3	-1	-4	-12	1.2
Cc1ccc2c(c1)nnn2C1CCN(S(=O)(=O)c2ccc(C(=O)N3CC(C)CC(C)C3)cc2)CC1 (centres undefined)	2.6	0	1	4	-0.6	-6	7	1	-1	-0.5
Cc1ccc(NC(=O)Nc2ccccc2F)cc1S(=O)(=O)N1CCOCC1	0.2	-4	-2	-1	0.0	-3	-5	-5	-9	1.6
CCCn1c(CN2CCN(C(=O)OCC)CC2)nc2c1c(=O)n(C)c(=O)n2C	-2.0	-8	-2	-5	0.7	-1	-9	2	0	-0.3
CCN(c1cccc(C)c1)C(C(=O)Nc1ccc(OC)cc1)c1cc2c(cc1[N+](=O)[O-])OCO2 (centres undefined)	2.4	-10	1	4	0.8	-8	3	15	-1	-0.1
CC(C)C[C@H]1COc2cccc(N3CCC[C@@H]3CO)c2S(=O)(=O)N1	-1.5	/	-5	/	0.6	/	-3	2	1	-0.3
CC(C)c1cc(C(=O)O)n(-c2ccccc2)n1	-1.9	-9	-4	2	-1.1	-1	-1	-9	1	0.1
Cc1cc(C(F)(F)F)c(C#N)c(N2CCOCC2)n1	-1.0	-4	0	0	0.7	1	-2	-6	0	0.1
CCOc1ccc(NC(=O)CSc2nc3ccsc3c(=O)n2CCC(=O)O)cc1	0.8	-4	-3	2	-0.4	1	3	4	4	0.0
N#CC1(NC(=O)CSc2ccccn2)CCCCC1	-7.4	-3	-5	-1	-0.4	0	-2	-1	-25	-0.7
NC(=O)c1ccccc1NS(=O)(=O)c1ccc2c(c1)OCCO2	-1.9	-7	1	-3	-0.6	4	-2	-2	0	-0.3
CCOc1ccc(-n2c(CCc3ccccc3)n[nH]c2=S)cc1	0.1	-3	-2	0	-0.3	2	4	1	-3	-0.8
CCOc1cc(C(=O)N/N=C/c2ccoc2)cc(OCC)c1OCC	-0.3	1	-3	1	0.6	3	-8	19	-3	0.4
Cc1ccccc1SCC(=O)NCC1(N2CCCCC2)CCCCC1	0.9	/	0	-2	-1.1	4	-2	-5	-1	-0.2
O=C(Nc1cccc(Cl)c1)OC1CCCCc2cccnc21 (centres undefined)	1.1	29	-1	-1	-1.4	4	-5	-12	-3	-0.7
COc1ccc(CC(NC(C)=O)C(=O)NC2CCN(C(=O)Nc3ccccc3Cl)CC2)cc1OC (centres undefined)	-1.3	-2	4	-3	0.5	2	2	-21	-4	-0.5
